ATXN viability = Viability Counterscreen for Primary qHTS for Inhibitors of ATXN expression | 400,000 compounds, 0.49% hits | Potency, µM (highest dose often 56.7 µM), most hits filed as cytotoxic | AID 651635, 2014 | S2 cells (HEK-293 line with an ATXN2-luciferase reporter) viability, CellTiter-Fluor protease fluorescence, 24 h; also: nearly all actives have a fitted effect of over 40% in size
A549 tox = Nrf2 qHTS screen for inhibitors: counterscreen for cytotoxicity; A549 ARE-Fluc cells, CellTiter-Fluor viability, 18-24 h; Potency, µM (highest dose often 46 µM), without a hit: top-dose activity change, negative = cytotoxicity, hits mostly inhibitors; 390,000 compounds, 0.16% hits; AID 504648, 2011; also: % is scaled to controls: 0 for no effect and ±100 for the full control effect
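A549 ARE-Fluc cells in 5% FBS OPTI-MEM, 5000 cells/well, rested 2 h then exposed to compounds in concentration-response for 18-24 h at 37 °C. Viability by CellTiter-Fluor fluorescence (Ex 405/Em 525) after 30 min; luciferase luminescence (BugLite, 15 min, RT) read afterwards.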
ATXN2 expr inh = Primary qHTS for Inhibitors of ATXN expression; HEK-293 ATXN2-luciferase reporter, luminescence, 24 h; Potency, µM (titrated, usually from 57 µM), for inactives: top-dose activity change, negative = inhibition, most hits filed as inhibitors; 360,000 compounds, 0.72% hits; AID 1745845, 2022; also: % is scaled to controls: 0 for no effect and ±100 for the full control effect; nearly all actives have a fitted effect of over 55% in size
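ATXN2-luciferase reporter cells (luciferase flanked by upstream and downstream ATXN2 gene portions) were treated 24 h at 37 °C with compounds at up to 57 uM. SteadyGlo luminescence gave expression; GF-AFC fluorescence gave viability.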
MCF10A rereplic = A quantitative high throughput screen for small molecules that induce DNA re-replication in MCF 10a normal breast cells. MCF 10A DNA re-replication, Hoechst nuclear intensity, 48 h. Potency, µM (titrated, usually from 46.1 µM), for inactives: at the highest dose activity, positive = re-replication, actives largely listed as activators. 350,000 compounds, 2.9% hits. AID 624296, 2012; also: % of control where 0% means no effect; nearly all actives have a fitted effect of over 50% in size
EPAC2 antagonist = qHTS for Antagonist of cAMP-regulated guanine nucleotide exchange factor 2 (EPAC2): primary screen; 360,000 compounds, 0.18% hits; AID 720708, 2013; Rap guanine nucleotide exchange factor 4 (Homo sapiens), Q8WZA2; Potency, µM (top dose mostly 114 µM), without a hit: at the top dose activity, negative = inhibition, usual class: inhibitors; EPAC2 GEF exchange of Rap1B-BODIPY-GDP, fluorescence; also: % is scaled to controls: 0 for no effect and ±100 for the full control effect; nearly all actives have a fitted effect of over 45% in size; many of its hits are not listed in these tables
Target sequence (Q8WZA2 whole entry, looked up): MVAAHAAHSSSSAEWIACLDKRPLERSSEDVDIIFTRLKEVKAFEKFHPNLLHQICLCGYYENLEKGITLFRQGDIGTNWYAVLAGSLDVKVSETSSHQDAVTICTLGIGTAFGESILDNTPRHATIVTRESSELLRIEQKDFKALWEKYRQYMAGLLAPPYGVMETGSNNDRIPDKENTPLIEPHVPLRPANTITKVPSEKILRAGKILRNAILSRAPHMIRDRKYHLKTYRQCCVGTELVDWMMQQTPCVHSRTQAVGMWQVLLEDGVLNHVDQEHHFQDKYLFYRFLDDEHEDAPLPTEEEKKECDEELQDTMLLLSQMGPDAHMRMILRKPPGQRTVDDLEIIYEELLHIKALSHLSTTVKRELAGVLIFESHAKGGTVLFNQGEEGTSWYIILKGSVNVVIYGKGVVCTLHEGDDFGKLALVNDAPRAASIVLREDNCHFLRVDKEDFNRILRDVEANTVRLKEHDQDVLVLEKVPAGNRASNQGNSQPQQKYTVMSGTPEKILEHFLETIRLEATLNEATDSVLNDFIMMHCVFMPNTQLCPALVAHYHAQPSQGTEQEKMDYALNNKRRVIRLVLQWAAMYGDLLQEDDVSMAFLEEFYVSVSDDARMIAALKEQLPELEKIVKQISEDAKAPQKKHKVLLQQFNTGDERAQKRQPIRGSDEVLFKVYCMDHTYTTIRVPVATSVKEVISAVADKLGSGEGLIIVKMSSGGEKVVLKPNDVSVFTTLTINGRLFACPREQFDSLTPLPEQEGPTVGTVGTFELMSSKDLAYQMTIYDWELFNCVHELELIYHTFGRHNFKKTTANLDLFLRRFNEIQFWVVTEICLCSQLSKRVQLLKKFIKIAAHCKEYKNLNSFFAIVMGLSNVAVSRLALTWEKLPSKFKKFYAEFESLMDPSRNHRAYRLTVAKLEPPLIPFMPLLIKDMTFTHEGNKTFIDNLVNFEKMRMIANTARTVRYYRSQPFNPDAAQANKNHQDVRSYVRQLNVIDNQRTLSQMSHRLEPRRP
Nrf2 activator = qHTS of Nrf2 Activators | AREc32 ARE-luciferase reporter (MCF7-derived line), luminescence, 24 h | Potency, µM (titrated, usually from 46.1 µM), for inactives: at the top dose activation, actives largely listed as activators | 410,000 compounds, 0.31% hits | AID 624171, 2012; also: % of control where 0% means no effect; nearly all actives have a fitted effect of over 65% in size
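Nrf2 activation is followed as ARE-luciferase induction in the AREc32 line after one day of compound treatment; luminescence is read with Steady-Glo.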
HepG2 tox = qHTS for Inhibitors of TGF-b: Cytotox Counterscreen. 410,000 compounds, 0.76% hits. HepG2 CAGA-GFP viability, ATP luminescence, 18 h. Potency, µM (top dose mostly 46.1 µM), inactives show top-dose activity change, negative = cytotoxicity, most hits filed as cytotoxic; also: some results filed as inactive show a strong effect at the top dose
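HepG2 CAGA-GFP cells (1000/well, DMEM with 1% FBS) received compound, then TGF-beta at 500 pg/mL final, and were incubated 18 hours at 37 degrees C. Viability was read by CellTiter-Glo luminescence. Media-only wells were set as complete cell-killing and DMSO as no toxicity.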
TGFb inhibitor = qHTS for Inhibitors of TGF-b. HepG2 CAGA-GFP TGF-b/SMAD3 reporter, GFP fluorescence, 18 h; TGF-beta stimulated, 500 pg/mL final. Potency, µM (series often up to 46.1 µM), without a hit: at the top dose activity, negative = inhibition, hits mostly inhibitors. 410,000 compounds, 1.2% hits; also: % is scaled to controls: 0 for no effect and ±100 for the full control effect; nearly all actives have a fitted effect of over 65% in size
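Inhibition was scored as loss of TGF-beta-induced (500 pg/mL final, 18 hours, 37 degrees C) GFP in HEPG2 cells carrying a CAGA-GFP reporter, in DMEM with 1% FBS. Well GFP was summed per cell; Activity was normalised to unstimulated and stimulated DMSO wells, then concentration-response fitting.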
Nrf2 inh = Nrf2 qHTS screen for inhibitors; Potency, µM (doses to about 46 µM), inactives show top-dose activity change, negative = inhibition, most hits filed as inhibitors; 360,000 compounds, 2.1% hits; A549 ARE-Fluc reporter, luciferase luminescence, 18-24 h; also: % is scaled to controls: 0 for no effect and ±100 for the full control effect; nearly all actives have a fitted effect of over 60% in size
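A549 ARE_Fluc cells, 5000/well, 5% FBS OPTI-MEM; compounds in dose-response, 18-24 h at 37 °C/5% CO2; CellTiter-Fluor viability read (Ex 405/Em 525), then BugLite luciferase luminescence = Nrf2 activity.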
* marks the source's active call; other numbers are inactive results; i = inactive; ? = inconclusive; . = not tested or not shown; & = joins results of further samples; [ ] = another dose, or the depositor's remark. Calls follow the shape of the dose curve; as a rule, active = well fitted curve in the direction sought with a large enough effect; inconclusive = small, poorly fitted or top-dose-only effect, or another doubt; inactive = no such curve, though single readings can be large; an effect the other way counts as inactive or inconclusive. Potency is read from the fitted curve at half-maximal effect. These rows are one share of the data, so the mix of outcomes need not match the whole.

SMILES | ATXN viability | A549 tox | ATXN2 expr inh | MCF10A rereplic | EPAC2 antagonist | Nrf2 activator | HepG2 tox | TGFb inhibitor | Nrf2 inh
CCc1ccccc1N(C)C(=O)C1CCCN(c2ncnc3c2nc2n3CCCCC2)C1 (stereo not drawn) | i | 14% | -17% | . | . | 3.6% | -19% | ? | -3%
CC1=C(C(=O)OC2CCCC2)C(c2ccccc2Cl)CC(=O)N1 (stereo not drawn) | . | -1% | . | . | . | -0.8% | -28% | -68% | ?
Cc1csc(NC(=O)C2CCCN(S(=O)(=O)c3ccc(Br)s3)C2)n1 (stereo not drawn) | i | -12% | -18% | 4% | -6% | 4.3% | 5% | 18µM* | .
Cc1cc(=O)n(CC=C(Cl)Cl)c2ccccc12 | i | 0% | -2% | 10% | 1% | -0.7% | -1% | -11% | 21%
Cc1ccc(S(=O)(=O)N2CCC(C(=O)OCc3c(C)noc3C)CC2)cc1C | i | 0% | -6% | 15% | 3% | -0.5% | 0% | -15% | -5%
C=CC[N+]1(CC#CCOC(c2ccccc2)c2ccccc2)CCOCC1 | i | -6% | -7% | 11% | 4% | -0.3% | -12% | -14% | ?
O=C(COC(=O)CSc1ccc(Cl)cc1)Nc1ccc2[nH]c(=O)[nH]c2c1 | i | -5% | 1% | 8% | 3% | -0.3% | -5% | -19% | -17%
Nc1cc(=O)n(Cc2ccccc2)c(=O)n1-c1ccc(Cl)cc1 | i | 2% | -4% | 0% | 1% | -0.8% | -2% | 4% | 5%
O=C(CCNC(=O)c1ccc(Cl)cc1)Nc1nc2ccccc2[nH]1 | i | 1% | 12% | 5% | 15% | 1.2% | -22% | -4% | 0%
CC(C)(C)c1ccc(NC(=O)C(=O)C2C(=O)Nc3ccccc32)cc1 (stereo not drawn) | i | 13% | . | 1% | 53%[activator] | 0.0% | 7% | 17% | 16%
O=C(NCc1ccco1)C(c1ccccc1)N(C(=O)Cc1cccs1)c1ccccc1 (stereo not drawn) | i | -2% | -7% | 12% | -1% | 0.0% | -7% | 0% | 13%
Cc1ccc(N=Nc2ccc(C)cc2NC(=O)Nc2ccccc2F)cc1 | ? | -8% | . | 10% | -7% | -0.2% | 0% | -18% | 11%
Cc1ccc(-n2nnc(-c3nccn3C)n2)cc1 | i | 12% | ? | -24% | -1% | 0.3% | -32% | 1% | ?
Nc1nc(Nc2ccccc2Cl)cc(=O)[nH]1 | i | 2% | 3% | 10% | 5% | -0.8% | -21% | 0% | -2%
COc1ccc(/C=N/Nc2nc(=O)[nH]nc2C)cc1[N+](=O)[O-] | i | 2% | . | -7% | -27% | 1.2% | -3% | 7% | 6%
O=C(CSc1ncn[nH]1)Nc1ccccc1Sc1ccc(Cl)cc1 | i | -8% | -27% | ? | -20% | -0.3% | -31% | ? | ?
COC(=O)c1ccc(NC(=O)C(=O)N2CCN(C(=S)NCCc3ccccc3)CC2)cc1 | i | -2% | -8% | 14% | -2% | 0.7% | -46% | -5% | 2%
CCCOc1cccc(C2C(C(=O)c3ccco3)=C(O)C(=O)N2CCN(CC)CC)c1 (stereo not drawn) | i | 1% | 5% | 2% | 10% | 0.4% | 3% | 0% | 14%
COc1ccccc1NC(=O)CON=C(N)CC(=O)NC1CCCCC1 | i | 6% | . | 0% | -17% | -0.3% | -7% | -1% | 2%
O=C(O)CC(CC(=O)N1CCOCC1)c1ccccc1 (stereo not drawn) | i | 0% | . | 2% | -3% | 0.5% | 2% | 1% | ?

A second format for nine compounds above:
Each structure is followed by: ATXN viability | A549 tox | ATXN2 expr inh | MCF10A rereplic | EPAC2 antagonist | Nrf2 activator | HepG2 tox | TGFb inhibitor | Nrf2 inh
C=CC[N+]1(CC#CCOC(c2ccccc2)c2ccccc2)CCOCC1
  i | -6% | -7% | 11% | 4% | -0.3% | -12% | -14% | ?
O=C(COC(=O)CSc1ccc(Cl)cc1)Nc1ccc2[nH]c(=O)[nH]c2c1
  i | -5% | 1% | 8% | 3% | -0.3% | -5% | -19% | -17%
Nc1cc(=O)n(Cc2ccccc2)c(=O)n1-c1ccc(Cl)cc1
  i | 2% | -4% | 0% | 1% | -0.8% | -2% | 4% | 5%
O=C(CCNC(=O)c1ccc(Cl)cc1)Nc1nc2ccccc2[nH]1
  i | 1% | 12% | 5% | 15% | 1.2% | -22% | -4% | 0%
CC(C)(C)c1ccc(NC(=O)C(=O)C2C(=O)Nc3ccccc32)cc1 (stereo not drawn)
  i | 13% | . | 1% | 53%[activator] | 0.0% | 7% | 17% | 16%
O=C(NCc1ccco1)C(c1ccccc1)N(C(=O)Cc1cccs1)c1ccccc1 (stereo not drawn)
  i | -2% | -7% | 12% | -1% | 0.0% | -7% | 0% | 13%
Cc1ccc(N=Nc2ccc(C)cc2NC(=O)Nc2ccccc2F)cc1
  ? | -8% | . | 10% | -7% | -0.2% | 0% | -18% | 11%
Cc1ccc(-n2nnc(-c3nccn3C)n2)cc1
  i | 12% | ? | -24% | -1% | 0.3% | -32% | 1% | ?
Nc1nc(Nc2ccccc2Cl)cc(=O)[nH]1
  i | 2% | 3% | 10% | 5% | -0.8% | -21% | 0% | -2%

The results go on:
SMILES | ATXN viability | A549 tox | ATXN2 expr inh | MCF10A rereplic | EPAC2 antagonist | Nrf2 activator | HepG2 tox | TGFb inhibitor | Nrf2 inh
CCOC(=O)c1cccc(N2C(=O)c3ccccc3S2(=O)=O)c1 | . | -4% | . | -1% | 17% | -0.6% | 7% | -18% | -6%
CCOC(=O)Nc1cc2c(cc1C(C)=O)OCO2 | i | 18% | -10% | 4% | -1% | -0.4% | -5% | 12% | -20%
Cn1c(N)c(C(=O)CSc2n[nH]c(-c3ccccc3)n2)c(=O)n(C)c1=O | i | 7% | -1% | 1% | 17% | 0.4% | 6% | 0% | 4%
O=C(NCc1ccc(Cl)cc1)N1CCN(S(=O)(=O)c2ccccc2)CC1 | i | -12% | 1% | 7% | -6% | -0.3% | 10% | 4% | ?
COc1ccc(-c2nc3ccccc3o2)cc1NC(=O)c1cc(Br)ccc1OC | i | 1% | 0% | . | . | 0.2% | 10% | 25% | 4%
COc1ccc(C(=O)NCCS(=O)(=O)NCc2ccc3c(c2)OCO3)cc1 | ? | -18% | 4% | -1% | 3% | 0.0% | 2% | 1% | -7%
CSc1cccc(NC(=O)C2CCN(S(=O)(=O)c3ccc4c(c3)CCCN4C(=O)C3CCC3)CC2)c1 | i | 3% | -22% | . | . | 0.8% | -12% | 10% | .
CCN(CC)S(=O)(=O)c1cc(C(=O)OCC(=O)c2ccc3c(c2)NC(=O)CO3)ccc1F | i | -7% | 2% | -7% | 8% | -0.6% | -14% | 4% | .
CCCCCN(C(=O)CCC(=O)OC(C)C(=O)Nc1ccccc1C)c1c(N)n(CCCC)c(=O)[nH]c1=O (stereo not drawn) | i | . | . | . | 4% | 2.1% | -34% | -11% | .
O=C(NNC(=O)c1ccc(SCC2CCCO2)c([N+](=O)[O-])c1)c1ccc(Cl)c([N+](=O)[O-])c1 (stereo not drawn) | i | ? | ? | ? | -1% | 20% | -79% | ? | ?
N#Cc1ccccc1OCCN1C(=O)c2ccccc2C1=O | i | 2% | 40%[activator] | 12µM* | 11% | 2.8% | -4% | 21% | .
O=C(COC(=O)c1ccc(Cl)c([N+](=O)[O-])c1)Nc1ccccc1OC(F)F | ? | -4% | -12% | -1% | -1% | 14% | -32% | 9% | -4%
CCc1ccc(CNC(=O)C2CCCN(c3nc4ccccc4o3)C2)cc1 (stereo not drawn) | i | -12% | -14% | 142% | 2% | -0.3% | -16% | -2% | .
O=C(Nc1ccc2nc3ccccc3nc2c1)c1ccccc1 | i | ? | 103%[activator] | 16% | -17% | 3.7%[9.22 µM] | -3% | -7% | ?
CCn1c(Oc2ccccc2F)nc2c1c(=O)n(C)c(=O)n2C | i | 1% | -10% | ? | -17% | -0.2% | -35% | -6% | ?
CC(=O)c1ccc(N2CCN(c3ccc(S(=O)(=O)NCCN(C)C)cc3[N+](=O)[O-])CC2)cc1 | i | -12% | . | 5% | 2% | -0.8% | -9% | -10% | -9%
CN(C)S(=O)(=O)c1ccc(C(=O)NCc2ccccn2)cc1 | ? | 4% | 24% | -9% | 5% | 0.4% | 0% | 18% | -2%
Cc1ccc(/C=N/NC(=O)c2nnn(-c3nonc3N)c2-c2ccccc2)o1 | i | -1% | 3% | 12% | 2% | -1.0% | -37% | 6% | 2%
CC(C)(C)OC(=O)N1CCC[C@H]1C(=O)O | i | 8%&0% | 0% | 24% | 14% | -0.1% | -8%&-29% | -10%&-5% | -13%&8%
CCc1sc(Nc2cccc(Cl)c2)nc1-c1cc2cccc(OC)c2oc1=O | i | -10% | -4% | . | . | 6.8% | 0% | -19% | .
O=C(O)Cc1coc2cc3c(cc12)CCC3 | i | 9% | 10% | -2% | -2% | 0.3% | 12% | -14% | -1%
CC(C)c1ccc(N2C(=O)CSC23C(=O)N(Cc2ccccc2F)c2ccccc23)cc1 (stereo not drawn) | i | 11% | -2% | . | . | -0.5% | 1% | 6% | 55%
COc1ccc(CNC(=O)CSc2nc(-c3ccc(OC)c(OC)c3)cc(C(F)(F)F)n2)cc1 | i | -18% | -14% | . | . | -1.1% | -1% | 10% | -38%
COc1cccc(OC)c1C(=O)N1CCN(Cc2ccccc2F)CC1 | i | . | . | . | -1% | 0.2% | -25% | 0% | .
Cc1ccc(OCCOC(=O)c2cc(S(=O)(=O)N3CCCCC3)ccc2N2CCOCC2)cc1 | ? | -10% | -33% | 13% | 6% | 2.3% | -24% | ? | 12µM*

Screening results (PubChem)
